High-throughput results: PubChem, Columbia University Molecular Screening Center
sEH act – soluble epoxide hydrolase activators, primary screen, biochemical, human sEH; purified human sEH enzymatic activity, activator screen; activation, % at 2 µM; 91,000 tested, 0.04% active; AID 717, 2007; in the data active = activation above about 37%; also: values of inactives mirror those of a sister screen read the other way
Target sequence (P34913 whole entry, looked up): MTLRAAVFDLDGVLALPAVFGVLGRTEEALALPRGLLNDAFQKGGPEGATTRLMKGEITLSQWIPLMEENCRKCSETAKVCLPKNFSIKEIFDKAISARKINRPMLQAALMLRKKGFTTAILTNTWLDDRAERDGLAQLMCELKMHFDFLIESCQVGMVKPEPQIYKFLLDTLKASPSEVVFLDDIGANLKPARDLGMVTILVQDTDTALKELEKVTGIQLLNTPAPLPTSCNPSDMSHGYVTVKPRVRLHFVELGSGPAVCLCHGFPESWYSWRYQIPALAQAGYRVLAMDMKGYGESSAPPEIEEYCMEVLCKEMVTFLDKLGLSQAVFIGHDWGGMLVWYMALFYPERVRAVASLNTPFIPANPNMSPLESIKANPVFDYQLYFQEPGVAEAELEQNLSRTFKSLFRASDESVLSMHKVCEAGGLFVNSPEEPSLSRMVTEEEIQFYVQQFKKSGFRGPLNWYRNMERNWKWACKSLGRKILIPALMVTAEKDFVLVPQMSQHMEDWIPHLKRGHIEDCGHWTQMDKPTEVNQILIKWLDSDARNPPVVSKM
Numbers without * were called inactive.

Structure	sEH act
O=C(Cc1ccccc1)NCCS(=O)c1ccc(Cl)cc1 (configuration not stated)	6.9
C=C1N(c2ccc(Cl)cc2)C(=O)OC1(C)C	20.8
CCC1Oc2ccc(C)cc2N(Cc2cccc(C)c2)C1=O (configuration not stated)	18.9
CCOC(=O)C(=CNc1ccc(C)cc1C)C(=O)OCC	-3.8
COc1cccc(C(CC(=O)Nc2cccc3ccccc23)NC(=O)c2ccccc2)c1 (configuration not stated)	-4.0
N#Cc1c(N)n(CCNC(=O)c2ccc(Cl)cc2)c2nc3ccccc3nc12	-1.4
Cc1ccc(NC(=O)CCC(=O)NNC(=O)c2ccco2)c(C)c1	6.8
COc1cccc(-c2csc(N3CCN(C(=S)Nc4cccc(Cl)c4)CC3)n2)c1	23.8
CCOC(=O)N1CCC(N2CCN(S(=O)(=O)CC)CC2)CC1	13.6
O=C(NC1=NCCS1)c1ccc(Cl)c(S(=O)(=O)N2CCCCC2)c1	-14.1
O=C(c1ccco1)N1CCN(Cc2cccnc2)CC1	3.2
Cc1ccnc(N2C(=O)c3cccc4c([N+](=O)[O-])ccc(c34)C2=O)c1	2.2
Cc1ccccc1NC(=O)CSc1nc(N2CCCCC2)nc(N2CCCCC2)n1	-6.5
Cc1nn(Cc2ccccc2)c(C)c1NC(=O)Cn1nc([N+](=O)[O-])c(Cl)c1C	9.7
Cc1oc2c(C)c(O)ccc2c(=O)c1-c1ccc2ccccc2n1	-12.9
O=C(/C=C/c1ccccc1Cl)NC(=S)Nc1ccccc1C(=O)NC1CCCCC1	-10.0
Cc1cc2nnn(-c3nnc(-c4ccccc4)c4ccccc34)c2cc1C	-3.2
CC(C)C(=O)NC(C)C(c1cccs1)N1CCN(C)CC1 (configuration not stated)	11.0
CCC(=O)Nc1nnc(Sc2ccc(N(C)C)cc2)s1	0.5
COc1ccc(OC)c(C2CC(=O)c3c([nH]c(C(=O)OCC4CCCO4)c3C)C2)c1 (configuration not stated)	-6.8
COc1ccc(C(=O)c2c(C)oc3cc([N+](=O)[O-])c(O)c([N+](=O)[O-])c23)cc1	-4.2
CCn1c(SC)nnc1C1CCN(S(=O)(=O)c2ccc(OC)cc2)CC1	-17.1
CC(C)CC(=O)Nc1cccc(-c2csc(-c3ccccc3)n2)c1	18.0
C#CCSc1nsc(SCC#C)c1C#N	0.6
O=c1[nH][nH]c(-c2ccccc2)c1C=Nc1cccc(Cl)c1	-9.5
CCCCCC(=O)Nc1nc(C)c(-c2csc(Nc3cc(Cl)ccc3C)n2)s1	-46.9
CC(=O)Nc1ccc(S(=O)(=O)Oc2cccc(N3C(=O)C4CC=CCC4C3=O)c2)cc1 (configuration not stated)	-23.8
Cc1nc2nc3c(c(=O)n2[nH]1)CCCC3	-14.5
Cc1ccc(S(=O)(=O)NNC(=O)C(=O)NNc2ccccn2)cc1	-11.9
Cc1cccc(C(=O)NC(=S)Nc2ccc(Cc3ccncc3)cc2)c1	-16.6
COc1ccc(-c2csc3nc(-c4ccccc4F)oc(=O)c23)cc1OC	11.3
O=C(NCCCn1ccnc1)c1ccccc1NS(=O)(=O)c1ccc(F)c(F)c1	2.0
Cc1ccc(-c2ccnc3nc(Sc4ncc(C(F)(F)F)cc4Cl)nn23)cc1	1.2
S=C(Nc1ccccc1)Nc1ccc(Cl)cc1Cl	7.4
O=[N+]([O-])c1c(NCCCO)cc(Sc2nc3ccccc3s2)c2nonc12	-5.5
C=CCOc1c(Br)cc(CNc2ccc(NC(=O)C(C)C)c(OC)c2)cc1OC	3.5
Cc1cccc(NC(=O)c2cnc3sccn3c2=O)c1C	4.3
CCCOc1cc(N(CC)CC)ccc1/C=C(/C#N)c1nc2ccc(C)cc2[nH]1	3.5
CCC(Oc1cc(Cl)ccc1Cl)C(=O)NN1C(=O)C2C3CCC(C3=C(C)C)C2C1=O (configuration not stated)	9.4
CCOC(=O)C1CCN(C(c2cc3c(C)ccc(C)c3[nH]c2=O)c2nnnn2C2CCCCC2)CC1 (configuration not stated)	4.5
CCOC(=O)Cn1nc(/C=C/c2ccccc2)ccc1=O	6.1
CSc1cc(/C=N/O)c(SC)s1	-4.8
C/C(=N\NC(=O)c1c(Cl)c(C)nn1C)c1cccc(NC(=O)COc2ccc(Cl)cc2)c1	10.1
COc1ccc(-n2nc(C(=O)NCC(=O)NCc3ccc(F)cc3)c3ccccc3c2=O)c(OC)c1	-10.4
O=C(Nc1ccc2c(c1)OCO2)c1cncc(Br)c1	-12.5
CC1CC1C(=O)OCC(=O)NCc1ccc(Cl)cc1 (configuration not stated)	3.2
COc1ccc(C(=O)NCC(=O)OCC(=O)Nc2cc(OC)ccc2OC)cc1	-1.1
CCOc1ccc(NS(=O)(=O)c2ccc(NC(=S)NC(=O)C(C)C)cc2)cc1	8.1
CCC(=O)NC(=S)Nc1ccccc1F	-2.4
CCCCOc1ccc(C(=O)NCc2ccco2)cc1	-4.4
O=C(Cc1cccc2ccccc12)N/N=C1\CCCc2ccccc21	-74.9
O=C(NNC(=O)c1ccccc1-n1cccc1)c1ccc(Cl)cc1	15.4
CC1(C)CC(=O)C2=C(C1)N(c1ccc(F)cc1)C(=O)C2(O)C(F)(F)F (configuration not stated)	2.6
CCOc1ccc(-n2cc(C(=O)N3CCCCCC3)c3cc(OC)c(OC)cc3c2=O)cc1	-3.2
CCOC(=O)c1ccc(N=C2S/C(=C\c3cc(C)n(-c4cccnc4)c3C)C(=O)N2C)cc1	2.9
COc1ccccc1N/C(=N/c1nc(C)cc(C)n1)NC(C)=O	-7.2
NC(=S)Nc1ccc(Oc2ccc(NC(N)=S)cc2)cc1	-24.7
O=C(COc1ccccc1[N+](=O)[O-])N/N=C/C=C/c1ccco1	-11.1
O=C(Nc1nccs1)C1CCN(S(=O)(=O)c2c(Cl)cccc2Cl)CC1	-28.3
CCC(=S)/C=C1\Sc2ccccc2N1CCCS(=O)(=O)O	2.5

(next part)
Structure	sEH act
Cc1ccccc1NC(=O)/C(=C\c1cccs1)NC(=O)c1ccccc1	-4.1
COC(=O)/C(=C/c1cn(C)c2ccccc12)[N+](=O)[O-]	-6.9
Cc1cc(C2(c3ccc(O)c(C)c3)C(=O)Nc3ccccc32)ccc1O	2.9
O=C(Nc1ccccn1)c1ccc(=O)[nH]n1	7.1
Cn1c(CS(=O)Cc2c(Cl)cccc2Cl)nnc1SCc1ccc(Cl)cc1 (configuration not stated)	-5.2
O=C1NCC2=C1C(c1ccc(Br)cc1)Nc1ccccc1N2 (configuration not stated)	15.0
COc1cc(/C=N/O)cc(Br)c1OS(=O)(=O)c1ccc(C)cc1	12.9
COC(=O)CSc1nc(SCc2ccc(C)cc2)nc2c1CCCC2	7.7
COc1ccc(C2CC(=O)C3=C(C2)NC(C)=C(C(=O)Nc2ccccc2C)C3c2coc3ccc(C)cc3c2=O)cc1OC (configuration not stated)	-6.2
CC(NC(=O)Nc1ccccc1O)(C(F)(F)F)C(F)(F)F	-4.8
CC(NC(=O)COC(=O)Cc1ccsc1)C1CC2CCC1C2 (configuration not stated)	-12.4
COc1ccc(OC)c(NC(=O)c2c3c(nc4ccccc24)CCC3)c1	-0.9
NC(N)=N/N=C/c1ccc(OCc2ccc(Cl)cc2Cl)cc1	-2.1
CCCCS(=O)(=O)NC1=NCN(CC)CN1	3.7
CCCNc1nc(-c2ccccc2)c(C(=O)OCC)cc1C#N	7.6
Cc1cc(=O)oc(C)c1C(=O)NCCCN1CCN(c2ccc(F)cc2)CC1	-14.4
C(=C\c1ccccc1)/CN1CCN(Cc2ccc3c(c2)OCCO3)CC1	-19.2
O=[N+]([O-])c1ccc(NCCCNS(=O)(=O)c2ccc(Cl)cc2)c(Cl)c1	17.9
CC(=O)Nc1cccc(-c2csc(Nc3ccccn3)n2)c1	6.1
O=C(NC1CCN(C(=O)N2c3ccccc3Sc3ccccc32)CC1)c1ccccc1F	-16.2
COc1ccc(CCNC(=O)COC(=O)c2ccc[nH]c2=O)cc1	3.2
COc1cc(CNCc2cccs2)ccc1OCc1ccccc1	3.7
O=C(CSCc1ccccc1Cl)NN=C1CCCCCC1	-61.2
COc1cc(OC)cc(-c2cc3nc(C)c(CCC(=O)NC(C)CCc4ccco4)c(C)n3n2)c1 (configuration not stated)	0.1
O=C(N/N=C/c1cccc(Cl)c1Cl)Nc1ccccc1	-45.5
O=C(CSc1ccc(Cl)cc1)Nc1cccc(-c2nc3ncccc3o2)c1	-13.0
Nc1cc(N)nc(SCC(=O)NNC(=O)c2ccc(Cl)cc2)n1	3.4
Cc1[nH]n(-c2ccccc2)c(=S)c1C=Nc1cccc([N+](=O)[O-])c1	-33.1
O=C(NCCCCCCCCCNC(=O)C(F)(F)F)C(F)(F)F	-6.7
O=C1c2ccccc2NC(c2ccc(-c3cccc(Cl)c3)o2)N1O (configuration not stated)	10.3
O=C(/C=C/c1ccco1)Nc1sc2c(c1C(=O)O)CCC2	15.3
CCOC(=O)c1c(-c2cccs2)csc1NC(=O)CNCCN1CCOCC1	-6.2
CCn1cc(C(=O)NCC2COc3ccccc3O2)c2cc(OC)c(OC)cc2c1=O (configuration not stated)	7.0
CCCn1c(CN2CCN(C(=O)c3ccco3)CC2)nc2c1c(=O)n(C)c(=O)n2C	11.7
CC(=O)Nc1cc(NC(C)=O)c2nc(N)sc2c1	9.9
CCOc1ccc(/C=N/n2c(SC)nnc2-c2ccccc2)cc1OCC	4.6
Cc1ccccc1NC(=S)NC(NC(=O)C(C)(C)C)C(Cl)(Cl)Cl (configuration not stated)	-6.5
COc1ccc2oc(-c3ccc(C)c(NC(=O)c4ccc(N5CCOCC5)c([N+](=O)[O-])c4)c3)nc2c1	18.0
NS(=O)(=O)c1ccc(CNC(=O)/C=C/c2ccccc2)cc1	-8.5
COc1ccc(NC(=O)COC(=O)C23CCC(=O)N2c2ccccc2S3)cc1 (configuration not stated)	-11.9
O=C1c2ccccc2-c2nnc(-c3ccccc3)cc21	-1.1
CCCNC(=O)COC(=O)c1cc(SC)ccc1Cl	-6.7
Cc1nn(Cc2ccccc2Cl)c(C)c1NC(=O)CCCn1nc(C)c([N+](=O)[O-])c1C	-3.5
Cc1ccccc1NC(=O)Cn1nc(C(F)(F)F)cc1C1CC1	8.2
C=CCNC(=S)N1CCN(c2ncc3c(=O)c(C(=O)O)cn(CC)c3n2)CC1	10.6
COc1cccc(C(=O)NNC(=O)C2CC(C)=C(C)CC2C(=O)O)c1 (configuration not stated)	-6.8
O=C(CSc1nc2c(sc3ccccc32)c(=O)n1CCO)NCc1ccco1	-7.4
N#Cc1cc(-c2cccc(Cl)c2)c[nH]c1=O	-21.8
CSc1nc2ccccc2cc1/C=C(\C#N)c1cccc(C)c1	8.8
Cc1ccc(/C=C/c2nnc(-c3ccc(C)cc3)o2)cc1	8.1
CNC(=S)N1N=C(c2ccc(C)cc2)CC1c1ccc(OC)cc1 (configuration not stated)	5.7
CCc1ccc(C(=O)COc2ccc(NC(C)=O)cc2)cc1	-6.5
C(=N\Nc1nc2ccccc2[nH]1)/c1cccs1	1.3
CCOC(=O)C1CCCN(C/C=C/c2ccccc2[N+](=O)[O-])C1 (configuration not stated)	-0.7
O=C(CN1CCN(c2ccc(F)cc2)CC1)c1ccc2c(c1)OCO2	-6.5
COc1ccc(-n2c(SCC(=O)Nc3nccs3)nnc2-c2ccccc2)cc1	16.1
CCOC(=O)/C=C1\SCC(=O)N1CC(O)CN1C(=O)CS/C1=C\C(=O)OCC	-4.9
CCOC(=O)/C=C/C(=O)N1CCc2ccccc21	5.7
COC(=O)Cn1c(=NC(=O)C(C)(C)C)sc2c(C)cc(C)cc21	-8.8
Cc1ccc(CSCC(=O)N/N=C/c2sccc2C)cc1	0.5

New compounds follow.
Structure	sEH act
CC(C)Cn1c(N)c(C(=O)CSc2nc3ccccc3n2C)c(=O)n(C)c1=O	-4.0
O=C(CSc1nc2ccccc2s1)N1c2ccccc2Sc2ccc(Cl)cc21	15.0
COCCNC(=O)c1onc(CSc2cc(C)cc(C)c2)c1C(=O)O	9.1
Cc1ccc(C(=O)N/N=C/c2nc3ccccc3n2C)cc1	-0.7
COC(=O)C1=C(C)C(c2ccc(OC)cc2)NC(=S)N1 (configuration not stated)	1.7
O=C(CSc1ccc(Cl)cc1Cl)N1CCC(c2nc3ccccc3s2)CC1	9.7
CCOC(=O)c1c(C)[nH]c(O)c1C=Nc1ccc(C(F)(F)F)cc1	7.3
O/N=C/c1cc(Cl)ccc1OCc1ccccc1Cl	3.6
O=C(COc1ccc(/C=N/NC(=O)c2ccccc2)cc1)Nc1ccc([N+](=O)[O-])cc1	-10.3
CCOc1ccc(/C=N/NC(=O)Cc2csc(Nc3cccc(C(F)(F)F)c3)n2)c(OCC)c1	5.1
Cc1ccc(N=Cc2nc(/C=C/c3cccc([N+](=O)[O-])c3)oc2O)cc1	10.4

Five neighbouring records from above:
Structure	sEH act
CCOC(=O)c1c(C)[nH]c(O)c1C=Nc1ccc(C(F)(F)F)cc1	7.3
O/N=C/c1cc(Cl)ccc1OCc1ccccc1Cl	3.6
O=C(COc1ccc(/C=N/NC(=O)c2ccccc2)cc1)Nc1ccc([N+](=O)[O-])cc1	-10.3
CCOc1ccc(/C=N/NC(=O)Cc2csc(Nc3cccc(C(F)(F)F)c3)n2)c(OCC)c1	5.1
Cc1ccc(N=Cc2nc(/C=C/c3cccc([N+](=O)[O-])c3)oc2O)cc1	10.4

These rows are one share of the data (hit frequency here may not be typical).
